Screens deposited in PubChem BioAssay by several laboratories.
CAL PDZ FP-1 – CAL PDZ (human) peptide binding inhibition; purified CAL PDZ, TMR-peptide fluorescence polarization, 1 h; Q9HD26; AID 602252; inhibition, % at 24.9 µM; actives 0.92% (n = 300,000);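 active = mean inhibition of at least 30% with at least half of replicates also reaching 30%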;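 also: 0% = DMSO neutral control and 100% = excess unlabeled competitor peptide PRC23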
NSD2 inh – NSD2 (human) methyltransferase inhibition; AID 743445; NSD2 peptide methylation, AlphaScreen, 120 min; O96028; inhibition, % at 12.5 µM; actives 0.54% (n = 310,000); in the data active = inhibition above about 50%
V-ATPase pH – yeast V-ATPase proton transport regulation by pHLuorin; S. cerevisiae, pHLuorin cytosolic pH fluorescence; response, % at 10 µM; actives 0.37% (n = 350,000); in the data active = response mostly above about 7.3%, no sharp cut-off; inactive = mostly below about 5.4%; also: actives read high; inactives centre near 0; some compounds called inactive have numbers as strong as hits
C-LANA FP – blocks KSHV LANA C-terminal domain binding to DNA. MBP-C-LANA/FAM-LBS DNA binding, fluorescence polarization. actives 0.078% (n = 340,000). inhibition, % at 9 µM;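 active = highest replicate inhibition at or above 60% at 9 µM, even if other replicates fall short; inactive = all replicates below 60% inhibition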;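 also: 0% = neutral control wells and 100% = 4 µM acridine orange control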
DAGLB inh – diacylglycerol lipase beta (human) inhibition | Q8NCG7 | HEK293T DAGLB membrane lysate, EnzChek fluorogenic substrate | inhibition, % at 5.17 µM | actives 0.059% (n = 340,000); in the data active = inhibition above about 34%;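 also: 0% = enzyme with vehicle and 100% = wells lacking enzyme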
Pemphigus Ab inh – human desmoglein-3 autoantibody binding inhibition; P32926; DSG3-coupled beads, scFv-anti-DSG3-GFP binding, flow cytometry; stronger effect = lower value; binding (percent of control), % at 10 µM; actives 0.48% (n = 310,000); AID 588358;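 active = binding more than 3 SD below its plate's average and above zero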;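 also: hits lower antibody fragment binding to DSG3; some compounds called inactive have numbers as strong as hits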
Arr AP2 block – inhibitors of human beta-arrestin and AP2 interaction; actives 0.31% (n = 340,000); inhibition, % at 10 µM; FITC-arrestin peptide / GST-AP2 beads, flow cytometry; AP2 beta2 appendage carries R879A mutation;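 active = inhibition above a set limit, near 3 SD of compounds lacking own fluorescence, cut at about 54% in these data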;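 also: plate controls were DMSO wells for no effect and 5 µM unlabelled arrestin peptide for full effect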
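System: GST-AP2 R879A glutathione beads. Medium: PBS with 0.05% Tween 20 and 0.1% BSA. Also added: FITC-arrestin peptide, 50 nM. Incubation: 12 min plus 1 h, RT. Measured by: high-throughput flow cytometry of beads, ex 488, em 535 nm. Evaluation: percent drop in bead-associated FITC signal.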
Cardiac RTF inh – cardiac RTF calcium desensitization; P19429+P45379; IANBD-labeled cardiac RTF, Ca2+ fluorescence; inhibition, % at 7.15 µM; actives 0.12% (n = 340,000); AID 493244;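 active = inhibition above the mean inhibition of all tested compounds plus 3 SD, cut at about 17% in these data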;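 also: assay run at fixed EC70 calcium of 1.6 mM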
CAL PDZ FP-2 – inhibitors of human CAL PDZ peptide binding. Q9HD26. purified CAL PDZ, TMR-peptide fluorescence polarization, 1 h. inhibition, % at 20 µM. actives 0.02% (n = 330,000). AID 504414;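 active = highest replicate inhibition of at least 40%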;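 also: plate controls were DMSO neutral control wells for no effect and unlabeled competitor peptide control wells for full effect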
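Test system: purified CerCALP PDZ construct; Compound dosing: one concentration, 20 µM compound; Also added: TMR-labelled reporter peptide T*-PRC34 bound in PDZ groove; Read-out: inhibition from polarization loss; Controls: unlabelled peptide and DMSO controls; Signal: FP readout, S and P plane fluorescence; Incubation: 1 h at RT.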
Keap1-Nrf2 PPI – inhibitors of human Keap1-Nrf2 protein-protein interaction | actives 0.15% (n = 340,000) | inhibition, % at 9.4 µM | Q14145 | Keap1 Kelch-Nrf2 peptide fluorescence polarization, 1536-well; in the data active = inhibition above about 12%;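 also: human Keap1 Kelch domain with fluorescein labeled Nrf2 9mer peptide probe; 0% = neutral control wells and 100% = peptide positive control; higher means more block of Keap1 binding to Nrf2 peptide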
Target sequence (Q14145 whole entry, looked up, the tested form may be a part): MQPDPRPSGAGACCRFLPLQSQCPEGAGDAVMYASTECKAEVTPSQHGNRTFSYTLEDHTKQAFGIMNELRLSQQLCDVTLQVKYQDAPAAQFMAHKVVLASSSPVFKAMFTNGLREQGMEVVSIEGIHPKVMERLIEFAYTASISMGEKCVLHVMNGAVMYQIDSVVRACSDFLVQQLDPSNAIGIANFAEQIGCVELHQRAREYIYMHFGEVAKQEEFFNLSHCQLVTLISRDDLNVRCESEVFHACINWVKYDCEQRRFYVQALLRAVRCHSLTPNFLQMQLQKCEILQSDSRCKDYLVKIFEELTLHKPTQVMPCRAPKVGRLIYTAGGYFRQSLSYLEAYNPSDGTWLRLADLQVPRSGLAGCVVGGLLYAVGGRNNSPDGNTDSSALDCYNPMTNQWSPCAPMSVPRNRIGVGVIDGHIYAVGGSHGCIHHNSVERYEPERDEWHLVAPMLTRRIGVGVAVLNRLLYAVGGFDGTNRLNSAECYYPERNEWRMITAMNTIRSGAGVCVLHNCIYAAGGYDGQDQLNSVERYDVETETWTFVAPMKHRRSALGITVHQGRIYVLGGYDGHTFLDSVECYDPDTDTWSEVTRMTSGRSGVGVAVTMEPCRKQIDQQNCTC
Starred values were filed as active, the others as inactive; / = not tested or not shown. Not all compounds are listed, so the mix of outcomes need not match the whole.

Values run as follows: C-LANA FP	Cardiac RTF inh	Pemphigus Ab inh	Keap1-Nrf2 PPI	CAL PDZ FP-2	Arr AP2 block	V-ATPase pH	NSD2 inh	DAGLB inh	CAL PDZ FP-1
CC(C)c1ccc(C2c3[nH]c4ccccc4c3C[C@H]3C(=O)N(c4ccccc4C(=O)N4CCC(C(=O)O)CC4)C(=O)N23)cc1 (some centres undefined)
→ -0.9	-12	/	-6	-0.5	-5	-33	/	3	1
Nc1nc(-c2ccco2)nn1C(=O)c1ccccc1
→ 0.7	-23	97	-2	-1.1	-1	-2	1	2	0
O=C(CN1CCCC1)Nc1nc(-c2ccc3c(c2)CCN3C(=O)c2ccccc2F)cs1
→ -0.2	-3	122	-4	-8.9	27	-1	/	3	/
COC(=O)c1ccccc1NC(=O)CSc1nnc(-c2cccnc2)o1
→ -2.6	-14	/	-6	-1.8	7	7	-6	3	15
O=C(CCC1CCN(C(=O)Cc2c(F)cccc2F)CC1)NC1CC1
→ 1.7	-9	109	-4	-2.7	-13	-2	0	-1	-4
S=c1[nH]c2cc3c(cc2[nH]1)OCCO3
→ 1.3	-3	112	-1	-0.7	-1	-3	0	-2	-2
COCc1cc(C)nc(N/N=C/c2ccc(-c3ccc(Cl)cc3[N+](=O)[O-])o2)c1C#N
→ 0.0	-3	88	-5	-1.7	12	-2	1	4	-5
Cc1ccc(NC(=O)CCC(=O)NNC(=O)CCc2ccccc2)c(C)c1
→ -1.4	13	107	2	-0.3	-22	-1	0	0	3
COc1cc2c(cc1OC)C(c1ccccc1C(F)(F)F)CC(=O)N2 (centres undefined)
→ 0.1	-2	96	-4	-3.9	-3	4	-1	2	-2
N#CNC(=Nc1cccc(Cl)c1)Oc1ccccc1
→ 0.0	2	113	7	0.6	31	-3	1	-2	-8
C[C@H](CO)N1C[C@H](C)[C@@H](CN(C)S(=O)(=O)c2cccs2)Oc2ccc(NS(=O)(=O)c3cn(C)cn3)cc2C1=O
→ 0.2	-13	98	1	-0.3	1	3	/	-3	-2
COc1cc(NC(=O)COC(=O)C2CC(O)CN2S(=O)(=O)c2ccc(Cl)cc2)c(C)cc1[N+](=O)[O-] (centres undefined)
→ -2.4	4	97	-3	0.5	-10	0	1	2	/
O=C(COC(=O)c1ccccn1)Nc1cccnc1Cl
→ 0.8	0	96	4	-0.8	-13	4	1	0	1
Cc1nn(-c2ccccc2)c(Oc2ccc(F)cc2)c1/C=N/n1cnnc1
→ 2.2	-3	95	1	-3.9	3	2	0	0	7
Cc1nn(C)c(C(=O)N2CCN(C(=O)c3ccco3)CC2)c1Br
→ 1.7	4	103	-2	0.0	-1	3	-1	-1	-1
COCC(C)NC(=O)c1ccc(Cl)c(Cl)c1 (centres undefined)
→ 0.8	7	/	-3	-1.3	-2	-7	-3	-4	7
N#Cc1ccc(C(=O)NC(=S)N2CCN(C=O)CC2)cc1
→ 0.6	3	135	-3	-0.4	5	-4	1	1	-6
Cc1ccc(S(=O)(=O)N2CCOCC2)cc1C(=O)NC1CCCCC1
→ 0.7	-4	108	-4	/	0	4	-7	-2	-3
O=C(c1ccc(N2CCCC2)c([N+](=O)[O-])c1)N1CCN(S(=O)(=O)c2ccccc2)CC1
→ 0.7	-5	102	5	-1.2	35	4	2	7	-8
CC(=O)N1CCN(C(=O)Cn2c(=O)oc3ccccc32)CC1
→ -1.4	-7	105	-5	-1.4	3	-2	-1	0	/
O=C(COC(=O)C1CC1)NCc1ccccc1Cl
→ 1.5	0	102	3	-2.3	-1	-3	1	-2	-1
CN(c1ccccc1)S(=O)(=O)c1ccc(C(=O)Nc2cccc(S(=O)(=O)N3CCOCC3)c2)cc1
→ /	/	100	/	/	/	3	-4	-1	/
COc1ccc2ccccc2c1/C=N/NC(=O)c1ccccc1F
→ 0.4	-12	114	1	-0.9	7	3	-3	-3	-2
CCCn1c(NCc2ccc(C)o2)nc2ccccc21
→ 0.9	-2	101	1	-2.6	-1	1	7	1	0
CCN(CC)S(=O)(=O)c1ccc(NC(=O)Cn2c(=O)oc3ccccc32)cc1
→ 0.9	6	99	3	-2.6	0	1	0	0	0
COc1cccc(/C=C/C(=O)OCC(=O)Nc2ccc3c(c2)OCCO3)c1
→ /	/	101	/	/	/	1	32	-1	/
CCSC1=N/C(=C\c2ccc(C)s2)C(=O)S1
→ -0.3	3	114	-1	-1.0	7	2	3	-8	/
CC1CCN(CCCNC(=O)c2nn(C)c3c2CS(=O)(=O)c2ccccc2-3)CC1
→ 1.6	1	/	1	-1.0	0	-1	1	-4	-3
CCN(CC)C(=O)COc1ccc2c(-c3ccccc3)cc(=O)oc2c1
→ -1.5	-5	115	-3	0.2	9	5	-14	-2	-3
COc1ccc(CCNC(=O)COc2ccc3c(C)cc(=O)oc3c2)cc1OC
→ -1.2	-3	/	-3	-1.9	9	7	-4	1	-4

An excerpt from above, limited to DAGLB inh, Pemphigus Ab inh and CAL PDZ FP-2:
smiles,DAGLB inh,Pemphigus Ab inh,CAL PDZ FP-2
COc1ccc(CCNC(=O)COc2ccc3c(C)cc(=O)oc3c2)cc1OC,1,/,-1.9
CC(=O)N1CCN(C(=O)Cn2c(=O)oc3ccccc32)CC1,0,105,-1.4

The listing continues:
Values run as follows: C-LANA FP	Cardiac RTF inh	Pemphigus Ab inh	Keap1-Nrf2 PPI	CAL PDZ FP-2	Arr AP2 block	V-ATPase pH	NSD2 inh	DAGLB inh	CAL PDZ FP-1
COc1ccc(NC(=O)CSc2nnc(-c3ccccc3)n2N)cc1
→ -0.3	-4	101	-3	-3.7	-1	2	0	-1	1
O=C(CSc1ccc(Cl)cc1)Nc1cccc(-c2nnc(-c3ccco3)o2)c1
→ 0.4	-2	101	4	-0.4	-3	4	1	1	0
O=C1CCN(S(=O)(=O)c2ccc(Cl)cc2)CCN1
→ -1.8	-4	105	2	0.0	3	0	0	-2	-3
C/C(=N\OC(=O)Nc1ccc(Cl)cc1)c1ccc(F)c(F)c1
→ -1.4	1	102	3	/	-2	-1	-2	-1	-4
COc1ccc(-c2nc(C)ncc2N=Nc2ccccc2)cc1
→ 0.7	2	89	-1	0.0	25	-1	29	10	1
O=C1NC(=O)C2(COC(c3cccnc3)OC2)S1 (centres undefined)
→ 0.5	-31	103	-1	-1.0	0	1	-2	0	3
O=C(NCCc1ccc(F)cc1)Nc1ccccc1
→ -4.2	-8	113	-2	-3.3	2	-1	-1	0	1
COc1cc(/C=N/NC(=O)c2ccc(CN(C)S(=O)(=O)c3ccc(C)cc3)cc2)ccc1O
→ -0.9	-6	104	1	0.5	6	-4	1	-4	/
CCOc1ccc(NC(=O)CCNS(=O)(=O)c2cccc3nonc23)cc1
→ -1.4	2	/	-2	-1.4	-5	3	-6	0	/
Cc1[nH]c2ccccc2c1/C=N/NC(=S)NCc1ccccc1
→ 1.8	-2	130	-9	-7.7	-3	-4	-3	4	-6
N#CC(Sc1ccccn1)c1ccc(Cl)cc1Cl (centres undefined)
→ 1.1	-6	109	-4	-1.0	-2	0	-2	-9	3
CCCC(=O)OCC(=O)Nc1cc(Cl)ccc1[N+](=O)[O-]
→ 0.5	7	112	1	0.1	8	-5	14	-3	2
CC(=O)Oc1ccc(-c2csnn2)cc1
→ -2.1	-2	97	2	0.1	21	-2	1	0	-2
CCOc1ccc(C(=O)Nc2ccc(NC(=S)NC(=O)CC)cc2)cc1Cl
→ -0.1	-6	106	-6	-0.7	5	0	-1	0	-2
CCN(CC)C(c1ccc(F)cc1)c1nnnn1CC1CCCO1 (centres undefined)
→ 0.5	1	107	2	1.0	-5	1	-7	-1	-3
CCOc1ccc(NC(=O)CNS(=O)(=O)c2c(C)cc(C)cc2C)cc1
→ -1.1	-1	102	2	-2.1	4	-1	/	-1	-6
CN(CC(=O)Nc1ccc(Cl)c(C(F)(F)F)c1)C(=O)C1CC(=O)N(Cc2ccco2)C1 (centres undefined)
→ 0.1	9	/	-3	0.5	-19	-2	-4	0	-4
O=C(CSc1nnc(-c2cnccn2)n1Cc1ccco1)c1ccc2ccccc2c1
→ 0.2	-17	/	-25	-2.3	11	3	13	3	1
S=c1[nH]nc2c3c4c(sc3ncn12)CCCC4
→ 0.4	-14	105	-1	0.1	-12	-4	5	2	1
C[C@H](CO)N1C[C@H](C)[C@@H](CN(C)C(=O)NC2CCCCC2)Oc2c(NC(=O)Nc3ccc4c(c3)OCO4)cccc2C1=O
→ -0.2	-12	102	1	-2.0	45	2	/	0	-4
Cc1cc(C)cc(NC(=O)c2cccn2-c2ncc(C(F)(F)F)cc2Cl)c1
→ 0.2	1	99	1	-2.2	-10	5	-1	-12	/
O=C(C1CCC(=O)N(C2CC2)C1)N1CCN(c2ccc(Cl)cc2)CC1 (centres undefined)
→ -0.5	-6	106	3	0.1	1	0	0	2	/
O=C(COC(=O)CCC(=O)c1cccs1)NC(=O)c1ccc(OC(F)F)cc1
→ -0.2	-11	103	-4	0.7	-3	1	-1	-2	2
COc1cc(/C=C(\C#N)c2ccccn2)ccc1OCC(=O)Nc1c(Cl)cccc1Cl
→ 1.9	-2	117	0	-0.1	2	-4	-1	9	-1
Cc1ccc2c(C)c(C(=O)Nc3cccnc3)oc2c1C
→ 1.5	-6	112	-2	-1.0	-7	4	1	-1	-5
COc1ccc(C(CC(=O)O)NC(=O)C2CCCCC2)cc1 (centres undefined)
→ -0.3	-11	92	-4	-0.3	2	5	-1	1	-1
COc1ccc(N(CC(=O)Nc2cccc3ccccc23)S(C)(=O)=O)c(OC)c1
→ -0.3	-8	98	-4	-1.2	1	0	3	1	-5
CCN1C(=O)C(CC(=O)NC)N(NC(=O)c2ccccc2)C1=S (centres undefined)
→ 0.2	-10	117	1	-0.4	48	-1	12	-1	-2
CCOC(=O)C(=O)Nc1sc(C(=O)N2CCOCC2)c(C)c1C#N
→ 0.1	-6	107	-1	-0.7	11	-2	-2	-4	0
COc1ccccc1C(=O)NCC(=O)OC(C)C(=O)NC1CCCCC1C (centres undefined)
→ 2.6	2	/	-1	-1.3	20	0	0	0	6
Cc1cccc(N2C(=O)CC(Sc3nnc(C)s3)C2=O)c1 (centres undefined)
→ -1.2	3	102	-1	-1.4	-3	3	9	0	-2
CN1CCN(c2ccc([N+](=O)[O-])cc2S(=O)(=O)N2CCOCC2)CC1
→ 0.0	-5	99	-7	-2.0	-8	-2	-1	-1	-6
O=C(c1ccc(F)cc1F)N1CCN(c2n[nH]c(=O)[nH]c2=O)CC1
→ -3.0	-7	85	-3	-1.8	35	5	-1	4	-1
Cc1[nH]c(=S)sc1Cc1ccc(F)cc1
→ 1.2	2	100	-4	0.6	-6	0	-1	0	-4
O=C(/C=C/c1ccc([N+](=O)[O-])cc1)N1CCN(Cc2ccccc2)CC1
→ 0.1	-2	116	-1	-0.3	-13	1	-2	1	/
